DAX1 inh-1 = NR0B1 (DAX1) inhibition | HEK293 Gal4-DAX1 luciferase reporter, luminescence | P51843 | 0.99% of 340,000 active | AID 504766 | inhibition, % at 6.75 µM;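 active = inhibition above the mean over all tested compounds plus 3 SD, cut at about 4.2% in these data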;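 note: 0% = DAX1-transfected cells with DMSO and 100% = empty-vector control cells with DMSO; inhibition shows as a rise in luminescence from relieved DAX1 repression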
hgDAF12 agonist = activates the H. glycines DAF-12 receptor ligand-binding domain; HEK293 GAL4-hgDAF12 UAS-luciferase reporter, agonist luminescence; normalized to butyrate control; activation, % at 6.8 µM; 1.8% of 370,000 active;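 active = activation above a cutoff set at the mean of all screened compounds plus 3 SD, cut at about 10% in these data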;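 note: 0% = DMSO wells and 100% = sodium butyrate wells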
hcDAF-12 act = activates DAF-12 receptor from parasite H. contortus. HEK293 hcDAF-12 lit1-tk-luc reporter, luminescence; 0% DMSO, 100% Δ7-dafachronic acid. activation, % at 6.8 µM. 1.4% of 370,000 active;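 active = activation above the mean of all tested compounds plus 3 SD, cut at about 5.5% in these data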;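 note: 100% = response to 3 µM Δ7-dafachronic acid high control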
MBD2 DNA inh = blocks human MBD2 binding to methylated DNA | TR-FRET, MBD2 binding to methylated oligonucleotide | inhibition, % at 4.4 µM | 0.31% of 370,000 active; in the data active = inhibition above about 13%
Target sequence (Q9UBB5 whole entry, looked up): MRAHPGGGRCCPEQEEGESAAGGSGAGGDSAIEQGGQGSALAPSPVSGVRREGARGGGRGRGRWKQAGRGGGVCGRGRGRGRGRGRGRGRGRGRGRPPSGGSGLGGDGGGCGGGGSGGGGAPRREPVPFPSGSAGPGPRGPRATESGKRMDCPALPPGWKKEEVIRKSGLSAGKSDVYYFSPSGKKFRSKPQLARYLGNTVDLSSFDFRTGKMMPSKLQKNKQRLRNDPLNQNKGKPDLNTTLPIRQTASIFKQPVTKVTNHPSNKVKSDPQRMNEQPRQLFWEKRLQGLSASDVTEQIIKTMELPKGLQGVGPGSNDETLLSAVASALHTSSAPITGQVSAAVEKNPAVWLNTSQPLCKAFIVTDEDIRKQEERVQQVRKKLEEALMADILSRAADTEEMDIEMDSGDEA
ADAM17 inh = inhibitors of human ADAM17. 0.83% of 370,000 active. recombinant ADAM17, EDANS/DABCYL FRET peptide cleavage. P78536. inhibition, % at 6.95 µM;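 active = inhibition above the mean of compounds lying between control limits plus 3 SD, set per campaign, cut at about 8.5% in these data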;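 note: 0% = DMSO-only wells as the low control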
Target sequence (P78536 215-824 limits assumed): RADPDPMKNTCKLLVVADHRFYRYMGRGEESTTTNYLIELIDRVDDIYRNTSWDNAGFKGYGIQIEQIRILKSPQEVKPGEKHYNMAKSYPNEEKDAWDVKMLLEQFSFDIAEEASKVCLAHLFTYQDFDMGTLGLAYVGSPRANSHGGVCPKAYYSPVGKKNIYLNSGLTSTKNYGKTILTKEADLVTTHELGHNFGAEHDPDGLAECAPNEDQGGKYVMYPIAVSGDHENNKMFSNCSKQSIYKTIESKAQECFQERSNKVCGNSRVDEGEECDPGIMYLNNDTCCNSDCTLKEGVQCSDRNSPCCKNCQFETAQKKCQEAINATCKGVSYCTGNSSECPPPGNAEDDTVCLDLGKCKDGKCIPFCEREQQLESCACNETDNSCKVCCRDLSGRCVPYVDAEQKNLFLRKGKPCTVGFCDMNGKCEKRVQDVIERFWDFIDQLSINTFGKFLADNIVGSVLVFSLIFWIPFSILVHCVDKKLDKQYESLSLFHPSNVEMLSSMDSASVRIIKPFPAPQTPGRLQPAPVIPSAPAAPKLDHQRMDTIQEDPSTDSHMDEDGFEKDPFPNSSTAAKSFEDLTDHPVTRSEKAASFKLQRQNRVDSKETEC
DAX1 inh-2 = inhibitors of DAX1 repression of SF-1 activated StAR promoter. HEK293T StAR-luciferase reporter, SF-1/DAX-1 repression relief. inhibition, % at 6.8 µM. 1.1% of 370,000 active. AID 652010;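 active = inhibition above the mean over all tested compounds plus 3 SD, cut at about 3.6% in these data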;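 note: 0% = DAX-1 cells with DMSO and 100% = cells lacking DAX-1 with DMSO; higher inhibition means more luminescence from relief of DAX-1 repression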
SMARCA2 activ = activators of SMARCA2 function. 1% of 370,000 active. activation, % at 9.1 µM. MG213 cells, MMTV-luciferase reporter, dexamethasone, overnight; in the data active = activation above about 7.8%;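 note: 0% = vehicle wells and 100% = reference activator wells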
ssDAF-12 act = activators of S. stercoralis DAF-12 nuclear receptor | HEK293 ssDAF-12/GRIP1 lit1-tk-luc reporter, luminescence; % of 3 µM dafachronic acid response | activation, % at 6.8 µM | 1% of 370,000 active;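 active = activation above the mean over all tested compounds plus 3 SD, cut at about 0.9% in these data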;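 note: 0% = DMSO-only wells and 100% = 3 µM delta7-dafachronic acid wells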
PLC-beta3 inh = inhibitors of human phospholipase C beta3 | Q01970 | Purified PLC-beta3, fluorogenic substrate, fluorescence | inhibition, % at 12.2 µM | 0.18% of 370,000 active | AID 720704; in the data active = inhibition above about 11%;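 note: 0% = median of compound wells on plate and 100% = full blocker control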
Rev-erbA mod = modulates human Rev-erb alpha binding to DNA | Rev-erbα–FITC-DNA binding, fluorescence polarization, 90 min | activity, % at 10 µM | 0.79% of 370,000 active | AID 1259318;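 active = activity above about 14%, limit read from the data; passing the limit was not always enough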;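 note: 0% = DMSO wells with 35 nM protein and 100% = DMSO wells with 750 nM protein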
PLCg1 inh = blocks human PLC-gamma1 enzyme activity | P19174 | inhibition, % at 12.2 µM | 0.84% of 370,000 active | purified PLC-gamma1, fluorogenic substrate, fluorescence; in the data active = inhibition above about 9.5%
* = called active by the depositor; . = not tested or not shown.

SMILES	DAX1 inh-1	hgDAF12 agonist	hcDAF-12 act	MBD2 DNA inh	ADAM17 inh	DAX1 inh-2	SMARCA2 activ	ssDAF-12 act	PLC-beta3 inh	Rev-erbA mod	PLCg1 inh
Cc1nn(CC(=O)N2CCN(c3ccccc3)CC2)c(=O)c2cccn12	1.3	0.3	2.5	3.4	0.4	2.3	-2.5	-0.7	5.5	-4.3	5.0
COc1ccc(C(=O)N2CCCC(CCC(=O)NCc3ccc(F)c(F)c3)C2)o1 (stereo not given)	0.0	4.0	0.4	-0.5	1.8	0.6	-0.8	-0.1	6.3	14.8*	3.1
O=C1CCN(Cc2ccccc2)CCN1[C@H](CO)Cc1ccccc1	0.9	-2.7	-1.4	1.2	-0.3	-0.4	0.5	-1.5	4.3	-3.2	-0.1
CC1CCN(C(=O)COc2cccc3c2CCN(C)C3=O)CC1	-0.4	-3.8	-0.8	3.1	-5.3	0.9	-2.1	-1.6	-6.2	3.3	-1.9
CN1CCc2nc3ccc(Cl)cc3c(-c3ccccc3Cl)c2C1	1.0	-0.5	-2.2	0.2	-3.7	-0.2	-2.1	-1.5	-3.2	1.9	1.9
O=S(=O)(c1ccc(N2CCOCC2)c(Cl)c1)N1CCOCC1	2.0	0.3	-2.9	-0.2	0.0	0.0	-0.9	-1.1	-5.3	3.8	-1.5
COc1ccc(CC(=O)Nc2ncc([N+](=O)[O-])s2)cc1OC	-0.3	2.6	1.0	2.4	-7.7	0.1	-4.5	-1.3	-14.0	-1.8	-2.2
CC(C)=NOc1nc(NC(=O)NS(=O)(=O)c2ccccc2Cl)nc(N(C)C)n1	2.5	-0.3	0.8	3.1	-3.3	0.3	-1.9	-0.8	-4.9	-0.6	-0.1
Cc1nn(CC(=O)N(C)Cc2ccc(F)cc2)c(C)c1[N+](=O)[O-]	0.3	-0.7	0.7	4.4	-2.7	0.7	-0.4	-1.6	-5.7	-1.4	0.7
COC(=O)C1=CN(CC2CCCO2)C=C(C(=O)OC)C1c1ccccc1C(F)(F)F (stereo not given)	-1.0	-0.3	-1.9	-3.3	-352.5	0.6	-4.3	-0.6	-416.2	2.5	-335.2
CCS(=O)(=O)Nc1cccc(C2=NN(S(=O)(=O)c3ccc(F)cc3)C(c3cccs3)C2)c1 (stereo not given)	0.1	-0.7	1.0	4.4	6.8	-0.7	1.8	-1.4	-0.3	-3.7	3.7
CC(CN1CCCCC1)OC(=O)C1c2ccccc2Oc2ccccc21 (stereo not given)	0.7	-0.3	-0.9	-4.5	-0.6	-0.6	-0.7	-1.0	7.3	-3.5	7.6
O=S(=O)(c1ccccc1)c1nc(-c2ccco2)oc1NCc1ccco1	-0.9	-1.6	-1.9	0.2	-3.2	-0.6	0.4	-1.0	-7.6	-3.3	-6.5
O=C(NCCCN1CCCC1)c1ccc2c(c1)N(Cc1cccc(Cl)c1)C(=O)c1ccccc1S2=O (stereo not given)	-0.1	1.4	-1.4	-3.2	-2.4	0.5	0.8	-0.8	-3.6	-4.4	-1.8
C[n+]1cc[nH]c1SCC(=O)c1ccc(Cl)cc1	1.0	3.4	1.8	1.0	-0.1	0.6	2.3	-0.6	-0.2	-2.1	-3.1
Cc1nn(C)c(Oc2cccc(Cl)c2)c1C#N	-0.1	1.4	-1.3	1.5	1.9	0.6	-2.7	-0.4	-0.3	3.6	2.1
COc1cc(OC)cc(-c2cn[nH]c2N)c1	-0.3	0.1	-1.1	-0.1	9.1*	-0.1	-3.3	-1.7	4.5	2.4	4.0
CCCN1C(=O)c2cc(C(=O)O)ccc2C1O (stereo not given)	-0.1	-2.7	1.8	2.7	1.1	0.2	6.0	-1.0	3.9	-0.9	3.5
O=C(NCc1ccccn1)c1cccc(S(=O)(=O)N2CCCCC2)c1	-0.3	4.0	1.1	-1.4	0.1	4.7*	-1.0	-1.1	5.7	0.9	1.7
O=C(/C=C\Nc1ccc2c(c1)OCO2)c1ccc(Cl)s1	3.7	10.1	2.5	-4.0	0.4	1.6	2.3	0.2	-18.1	1.9	-11.1
CN(Cc1ccccc1)c1ccc(S(=O)(=O)N2CCOCC2)cn1	0.4	-0.7	-2.1	1.2	-4.7	-0.1	-0.2	-1.0	-0.1	-2.9	-1.2
COc1ccccc1C(C#N)c1cccc(Cl)n1 (stereo not given)	3.1	0.6	0.7	1.4	-3.7	-0.1	1.1	-0.9	0.1	-2.9	-1.2
Cc1ccccc1-n1c(C)nnc1SCc1nc2ccccc2s1	0.9	10.1	5.0	1.8	-3.0	2.9	1.8	0.2	-3.8	-1.9	-1.2
CC(C)c1ccccc1OCCCN1CCCC1	1.0	3.7	-0.2	-0.9	-2.3	-0.9	0.3	-1.4	0.6	-1.0	2.5
CC(=O)n1cc(CO)c2ccccc21	-0.1	0.0	7.2*	2.5	-0.8	0.6	1.3	-0.7	2.7	6.8	0.4

Single records (already shown). Values in the order: DAX1 inh-1 | hgDAF12 agonist | hcDAF-12 act | MBD2 DNA inh | ADAM17 inh | DAX1 inh-2 | SMARCA2 activ | ssDAF-12 act | PLC-beta3 inh | Rev-erbA mod | PLCg1 inh
`O=C(NCCCN1CCCC1)c1ccc2c(c1)N(Cc1cccc(Cl)c1)C(=O)c1ccccc1S2=O` (stereo not given) is listed as -0.1 | 1.4 | -1.4 | -3.2 | -2.4 | 0.5 | 0.8 | -0.8 | -3.6 | -4.4 | -1.8
`Cc1ccccc1-n1c(C)nnc1SCc1nc2ccccc2s1` is listed as 0.9 | 10.1 | 5.0 | 1.8 | -3.0 | 2.9 | 1.8 | 0.2 | -3.8 | -1.9 | -1.2

Next part:
SMILES	DAX1 inh-1	hgDAF12 agonist	hcDAF-12 act	MBD2 DNA inh	ADAM17 inh	DAX1 inh-2	SMARCA2 activ	ssDAF-12 act	PLC-beta3 inh	Rev-erbA mod	PLCg1 inh
Cn1c(CCNC(=O)c2ccccc2)nc2ccccc21	-0.3	-1.1	-1.2	1.2	-2.5	-0.8	-1.5	-1.7	2.4	-2.8	2.0
COCCCN(C(=S)NC(=O)c1ccc(Br)cc1)c1c(N)n(Cc2ccccc2)c(=O)[nH]c1=O	1.5	-1.2	0.4	0.1	-3.6	1.0	-3.0	-1.0	-13.3	0.3	-1.7
O=C(NC1CCCC1)c1ccccc1-c1nc2ccccc2[nH]1	0.7	0.5	-1.4	1.6	-3.4	0.4	1.2	-1.5	-23.5	4.1	-22.2
CSCCCN1CCCC(CO)(Cc2ccccc2F)C1 (stereo not given)	0.0	-1.4	1.5	1.7	4.8	0.2	-0.1	-0.8	-5.5	3.9	-1.8
O=C(c1cccc(-n2cccc2)c1)N1CCN(S(=O)(=O)c2ccc(F)cc2)CC1	-0.6	-0.8	2.4	6.1	-1.9	0.2	-3.1	-1.5	-10.7	1.2	-2.3
COc1cccc(-c2ccc3nnc(SCC(=O)N4CCCC4)n3n2)c1	-0.8	-2.1	1.5	-1.9	-18.8	0.9	6.5	-0.8	-368.1	1.7	-308.8
Cc1nc2sc(C(c3ccco3)N3CCN(c4ccc(F)cc4)CC3)c(O)n2n1 (stereo not given)	0.3	0.5	1.3	3.6	-1.7	0.4	0.3	-1.6	-4.5	0.2	-5.1
COC(=O)C[C@H]1C=C[C@H](NC(=O)c2ccc(F)cc2)[C@@H](CO)O1	.	2.2	-1.3	7.1	-10.5	2.3	-1.9	-0.5	-6.3	-2.1	-2.6
O=Cc1cccn1-c1ccc2ccccc2c1	1.4	4.1	-2.1	3.1	-3.5	-0.3	-0.2	-0.3	-8.2	1.4	-1.3
O=C(OCC(=O)N1CCc2ccccc21)C1CCCN1S(=O)(=O)c1ccc(Cl)cc1 (stereo not given)	0.7	0.9	0.3	2.2	-5.5	0.0	-2.4	-1.0	-5.5	2.8	0.6
COc1ccc(C(=S)N2CCN(c3ccccc3Cl)CC2)cc1OC	0.2	-3.0	-3.4	0.7	-1.6	-0.1	-0.9	-0.7	-7.2	5.6	1.8
Cn1c(=O)c2c(-c3ccccc3)n(-c3ccc(N)cc3)cc2n(C)c1=O	.	-2.1	-0.5	-1.9	-11.0	0.7	-2.0	-0.6	-34.0	-7.5	-19.3
O=C(CC12CC3CC(CC(C3)C1)C2)NCC(=O)OCc1cc(=O)oc2ccc3ccccc3c12	1.2	-0.1	-0.1	1.8	-115.5	0.2	-2.8	0.2	-98.8	18.9	-85.2
COc1cccc(NC(=O)Nc2c(-c3ccc(F)cc3)nc3ncccn23)c1	.	1.9	-2.4	0.4	-66.1	-0.5	-1.3	-1.0	-397.3	-0.9	-324.6
CN(C)CC1CCC/C(=C\c2ccc(OC(=O)c3ccc(Cl)cc3)cc2)C1=O (stereo not given)	-1.9	-5.2	-1.3	-1.8	-6.0	-5.3	-6.3	-0.4	-3.8	1.6	-8.4
COc1cc(/C=C/c2ccc3cccc(OC)c3n2)c(OC(C)=O)c([N+](=O)[O-])c1	-0.1	-1.7	-0.6	1.6	2.5	-1.3	0.4	-1.5	-4.0	1.1	-2.7
CC(C)n1nccc1NC(=O)Nc1ccccc1	-0.3	1.1	0.5	1.7	0.9	0.4	-4.3	-0.6	-7.0	-2.0	0.5
O=C(COC(=O)c1cccnc1Cl)Nc1ncc(Cl)cc1Cl	-0.3	-1.1	0.1	-2.4	-5.1	-0.4	-2.5	-1.3	-4.7	-8.1	0.1
COc1ccc(CN(C)CC(=O)Nc2cccc(S(N)(=O)=O)c2)c(OC)c1OC	0.4	-1.0	-2.5	2.5	-1.2	-0.3	-2.5	-2.0	-6.8	4.4	-0.1
Cc1nc(Nc2cccc(C(C)O)c2)c2nnn(Cc3ccc(F)cc3)c2n1 (stereo not given)	-0.8	1.6	-2.6	-0.4	2.7	-1.0	-3.8	-1.5	-7.0	0.3	-3.4
CCn1cc(C(=O)NCCCOC)c(=O)c2cc(S(=O)(=O)N(C)C)ccc21	2.0	0.5	-0.6	-4.1	1.5	0.2	-0.8	-0.7	6.3	-3.9	1.2
COc1ccc(S(=O)(=O)Nc2ccccn2)cc1C	0.2	-1.3	0.8	3.8	-2.8	0.2	-2.7	-1.3	-5.7	0.4	-0.7
O=C(N/N=C/c1ccc(Cl)cc1)C1CC12CCC2 (stereo not given)	0.9	8.7	0.8	-3.4	-1.6	2.6	-0.3	-1.2	-4.8	3.8	0.4
CC1CCN(c2[nH]c(=S)c(C#N)c3c2CCCC3)CC1	0.0	-1.8	-1.5	1.1	-2.9	-0.4	0.1	-0.5	-1.6	-1.6	0.4
O=C(Cc1ccccc1)NCc1ccc2c(c1)OCO2	0.4	6.2	0.8	0.3	-0.1	0.5	5.0	-0.7	2.1	-2.2	1.7
CC1Cc2nc(SCC(N)=O)n(C)c(=O)c2S1 (stereo not given)	0.6	2.5	-0.1	-0.9	-3.4	0.0	-1.1	-1.9	-3.5	7.4	4.4
Cc1cccc(CN2CCN(c3nc4nonc4nc3NC3CC3)CC2)c1	-0.1	-2.8	-1.2	3.3	-1.5	-0.7	0.1	-2.1	-3.4	-3.7	1.9
Cc1cc(C(=O)N/N=C/c2cccnc2)c(C)o1	0.5	3.9	-0.4	-4.0	-2.4	0.2	2.9	-1.1	3.3	-7.0	-0.4

Screens (PubChem)
